Bioassay records from PubChem.
HDAC3 inhib – HDAC3 deacetylase inhibitors, primary screen, biochemical, fluorescence, cell-free homogeneous; Histone deacetylase 3 (Homo sapiens), O15379; recombinant HDAC3, fluorogenic peptide/trypsin coupled; inhibition, % at 8.3 µM; hit rate 0.15% among 320,000; AID 2718, 2010; in the data active = inhibition above about 26%, passing the limit was not always enough; inconclusive = no clear call, values can overlap the other calls
Target sequence (O15379 whole entry, looked up): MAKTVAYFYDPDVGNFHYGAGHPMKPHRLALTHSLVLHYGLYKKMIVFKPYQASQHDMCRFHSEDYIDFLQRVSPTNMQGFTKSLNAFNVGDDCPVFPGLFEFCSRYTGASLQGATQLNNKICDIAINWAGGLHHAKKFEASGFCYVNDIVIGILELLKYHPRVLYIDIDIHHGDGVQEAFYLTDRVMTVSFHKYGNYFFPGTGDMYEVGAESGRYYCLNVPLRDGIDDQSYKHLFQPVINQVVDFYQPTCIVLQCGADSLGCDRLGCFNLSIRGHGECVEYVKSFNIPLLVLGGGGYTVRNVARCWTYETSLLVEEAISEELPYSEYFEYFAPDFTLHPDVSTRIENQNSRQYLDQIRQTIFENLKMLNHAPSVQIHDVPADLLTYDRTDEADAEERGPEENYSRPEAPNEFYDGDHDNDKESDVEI
Active calls of the source: *; ? = inconclusive. The list is partial (hit frequency here may not be typical).

structure | HDAC3 inhib
Oc1cc(-c2cccnc2)cc2cccnc12 | -4
O=C(CNC(=O)c1ccc(Cl)cc1Cl)NCc1ccccn1 | -4
CC1CCCC(NC(=O)c2ccc3c(c2)OCCO3)C1C (stereo not drawn) | -6
CCOC(=O)c1ccc(S(=O)(=O)N2CCN(Cc3cc4c(cc3O)OCO4)CC2)cc1 | 11
COc1ccc(C(=O)NC(=S)N2CCN(c3ccccc3O)CC2)cc1 | 0
COc1ccc(NS(=O)(=O)c2cc(C(=O)NNC(=O)c3ccncc3)ccc2OC)c(OC)c1 | 2
Cc1ccc(S(=O)(=O)N2CCN(C(=O)Cn3c(=O)oc4ccccc43)CC2)cc1 | 0
Cc1cc(C)cc(OCC(=O)OCc2cc([N+](=O)[O-])cc3c2OCOC3)c1 | 5
C=CC[C@@H](CC(=O)NCCO)C(=O)NC[C@H](OC(=O)[C@@H](CC=C)Cc1ccc(F)cc1)c1ccccc1 | 3
Cc1cccnc1NC(=O)CCC(=O)c1cccs1 | -1
O=C(c1ccc(F)cc1F)N1CCN(S(=O)(=O)c2ccc3c(c2)OCCO3)CC1 | 10
O=C(COC(=O)c1cccc(OC(F)F)c1)NCC1CCCO1 (stereo not drawn) | -5
Cc1ccc(S(=O)(=O)N2CCN(C(=O)COC(=O)COc3cccc(C(F)(F)F)c3)CC2)c(C)c1 | -5
CCCN(CC1CC1)C(=O)COC(=O)c1ccc(C)cc1O | -5
O=C(COC(=O)COc1ccc(Br)cc1)NC1CCCC1 | ?
COCC(C)n1c(SCC(=O)Nc2c(C)n(C)n(-c3ccccc3)c2=O)nc2ccccc2c1=O (stereo not drawn) | 4
CC1CN(S(=O)(=O)c2ccc(C(=O)OCc3ccc(C#N)cc3)cc2)CC(C)O1 (stereo not drawn) | -5
CCOC(=O)/C=C1/SCC(=O)N1CC(=O)Nc1cccc(F)c1 | 4
C#CCOCCOCCOCCNc1nc(N2CCOCC2)nc(N2CCN(C(=O)[C@H](CC(N)=O)n3cc(C(N)[C@@H](C)CC)nn3)CC2)n1 (stereo partly drawn) | 1
COc1ccc(CCC(=O)Nc2ccc(S(=O)(=O)Nc3ncccn3)cc2)cc1 | 1
Cc1csc(=O)n1CC(=O)OCc1nnc(-c2ccc([N+](=O)[O-])cc2)o1 | 0
CC(C)[C@H](CN1CCC[C@H]1CN1C(N)=NC[C@@H]1Cc1ccccc1)N1C[C@@H](Cc2ccccc2)N(CCc2ccc(Cl)c(Cl)c2)C1=N | 1
Cc1cc(OCC(=O)OCC(=O)N2CCc3ccccc3C2)ccc1Cl | 0
O=C(C[C@H]1C/C=C/CC[C@@H](Cc2ccc(F)cc2)C(=O)O[C@@H](c2ccccc2)CNC1=O)NCCO | 0
N#Cc1ccc(C(=O)OCC(=O)Nc2cccc(S(=O)(=O)N3CCCCC3)c2)cc1 | 2
O=C(OCC(=O)N(Cc1ccccc1)Cc1ccccc1)c1cccc(O)c1 | -1
O=C(COC(=O)CNC(=O)c1ccco1)Nc1ncc(Cl)cc1Cl | -6
CCN(C[C@H]1N[C@@](CC)(C(=O)OC)[C@H]2C(=O)N(C)C(=O)[C@@H]12)C(=O)Nc1ccc(OC)cc1 | 10
Cc1ccc(NC(=O)COC(=O)CCc2ccccc2)cc1S(=O)(=O)N1CCOCC1 | 0
CC(C(=O)Nc1ccc([N+](=O)[O-])cc1Cl)N1CCN(S(=O)(=O)c2cccs2)CC1 (stereo not drawn) | 5
COc1ccc2c(c1)OC[C@H]1[C@H]2N2C(=O)[C@H](C)NC(=O)[C@@]2(C)[C@H]1c1ccccc1 | 2
Cc1ccc([C@@H]2CC=C(C(=O)O)[C@H](c3ccc(F)cc3)N2S(=O)(=O)c2ccccc2C)cc1 | -3
CN(C(=O)CN(CCO)CC(=O)N(C)C(C)(C)Cc1ccccc1)C(C)(C)Cc1ccccc1 | 4
CCN(c1ccccc1)S(=O)(=O)c1ccc(C(=O)N2CCN(c3ccccc3)CC2)cc1 | 3
CC(=O)c1ccc(OCC(=O)Nc2cccc(S(=O)(=O)N3CCCC3)c2)cc1 | -1
COc1ccc(CC(=O)Nc2cccc(S(=O)(=O)N3CCOCC3)c2)cc1OC | -8
COC(=O)c1sc(S(=O)(=O)N2CCCCC2C)c(C(=O)OC)c1C (stereo not drawn) | 8
CC(C)CCN(C(=O)c1ccc(Br)cc1)c1c(N)n(Cc2ccccc2)c(=O)[nH]c1=O | -5
C[C@@H]1CCCCCCCCC(=O)OCCN1C(=O)OC(C)(C)C | 1
Cc1ccc2c(c1)C(=O)C(=O)N2Cc1ccc(C(F)(F)F)cc1 | 14
COc1ccc(C2=NOC(Cn3nc(-c4ccccc4)cc3C(=O)NCc3cccs3)C2)cc1 (stereo not drawn) | 9
C#CCOCCOCCOCCNc1nc(N2CCN(C(=O)C([C@@H](C)O)n3cc([C@@H](N)CCCCN)nn3)CC2)nc(N2CCN(C(=O)[C@H](CCCCN)n3cc([C@@H](N)CC(N)=O)nn3)CC2)n1 (stereo partly drawn) | -1
CCOc1ccc(NC(=O)C2CC(=O)N(CCc3ccc(OC)c(OC)c3)C2)cc1OCC (stereo not drawn) | -2
Nc1ccccc1-c1nnc(SCC(=O)Nc2ccccc2OC(F)F)[nH]c1=O | -6
Cc1ccc(C(=O)Nc2nc(-c3ccccn3)cs2)cc1S(=O)(=O)N1CCOCC1 | 9
Cc1ccccc1OCCC(=O)OCC(=O)NNC(=O)c1cccs1 | -8
N#Cc1ccc(C(=O)OCCc2cc3ccccc3c(=O)o2)cc1 | -1
COc1ccccc1CCNC(=O)c1cccc(S(=O)(=O)N2CCc3ccccc3C2)c1 | -1
COc1cccc(NC(=O)CN(C)C(=O)CC(NC(=O)c2ccccc2Cl)c2ccccc2)c1 (stereo not drawn) | 4
CC(NC(=O)c1ccco1)C(=O)N1CCN(c2cccc(Cl)c2)CC1 (stereo not drawn) | -3

Following part
structure | HDAC3 inhib
COc1ccc(-c2nnc(SCC(=O)Nc3c(Cl)cc(Cl)cc3C(=O)O)o2)cc1 | -6
CC(C)N1CCN(C(=O)c2ccc(NC(=O)c3ccc(Br)o3)cc2)CC1 | 6
Cc1sc2nc(SCC(=O)Nc3cccc(S(N)(=O)=O)c3)[nH]c(=O)c2c1C | 9
COc1ccccc1NC(=O)C(C)OC(=O)C1COc2ccccc2O1 (stereo not drawn) | 0
COc1ccc(CCNC(=O)c2cccc(S(=O)(=O)N3CCCCCC3)c2)cc1 | 4
COc1ccccc1OCC(=O)NC1CCSc2ccccc21 (stereo not drawn) | 7
CC1CCc2c(sc3ncnc(SCC(=O)N(C)C4CCS(=O)(=O)C4)c23)C1 (stereo not drawn) | -2
CN(C)S(=O)(=O)c1ccc(C(=O)NCC2(N3CCOCC3)CCCCC2)cc1 | 4
CC(C)(C)NCC(O)COc1cccc2c1CCC(=O)N2 (stereo not drawn) | -4
CN(C(=O)COC(=O)/C=C/c1ccc2ccccc2n1)c1c(N)n(Cc2ccccc2)c(=O)[nH]c1=O | 1
CSc1nc(N)nc2c1ncn2CC(=O)NCc1ccc2[nH]ccc2c1 | 9
CC(=O)Nc1cccc(NC(=O)CSc2nnc3ccccn23)c1 | -3
Cc1cccc(NC(=O)[C@@H]2CCCN2S(=O)(=O)c2ccc(Cl)cc2)c1 | 1
CN(C)c1ccc(C#Cc2ccc3cc(CCCO)oc(=O)c3c2)cc1 | 1
C1N2CN3CN1CN(C2)C3 | -2
CC(=O)Nc1ccc(C=NNC(=O)c2ccc(NS(=O)(=O)c3cccs3)cc2)cc1 | 19
Cc1cc(=O)oc2cc(OCC(=O)N3CC(=O)Nc4ccccc43)c(Cl)cc12 | -5
CCOc1ccccc1C(=O)NCC(=O)NNC(=O)c1cccs1 | 4
CCN(CC(=O)Nc1cc(Cl)cc(Cl)c1)CC(=O)NC1CCS(=O)(=O)C1 (stereo not drawn) | 2
CCCC[C@@H]1C=C(C(=O)O)[C@H](c2ccc(Cl)cc2)N1S(=O)(=O)c1ccc(C)cc1 | 3
C#CCOCCOCCOCCNc1nc(N2CCN(C(=O)CCCCCCCCCCNC(=O)[C@H](CCCCN)n3cc(C[C@@H](C)CC)nn3)CC2)nc(N2CCN(C(=O)CCCCCCCCCCNC(=O)[C@H](CCCN=C(N)N)n3cc(C[C@@H](C)CC)nn3)CC2)n1 | ?
COc1cccc(-c2sc3ccc(OC)cc3c2-c2ccc(O)cc2)c1 | 2
Cc1ccc(S(=O)(=O)Nc2cccc(S(=O)(=O)Nc3ccccc3C(=O)O)c2)c(C)c1 | 4
CC(=O)c1ccc(NC(=O)CN2CCN(S(=O)(=O)c3ccc4ccccc4c3)CC2)cc1 | 5
Nc1nnc(SCC(=O)Nc2cccc(S(=O)(=O)N3CCCCC3)c2)s1 | -1
CC(C)N(C(=O)COC(=O)c1ccc(Cl)s1)c1ccccc1 | -3
COCCN(CC(=O)Nc1cccc(C)c1C)C(=O)Cc1ccsc1 | 2
COc1cc2sc3cc(NCCCN4CCOCC4)ccc3c(=O)c2cc1OC | -12
C[C@H](CO)N1C[C@H](C)[C@@H](CN(C)S(C)(=O)=O)Oc2ccc(NC(=O)c3ccncc3)cc2C1=O | -3
CCOc1ccc(S(=O)(=O)NCC(=O)NC2CCCCC2)cc1 | -2
CN(C(=O)COC(=O)CCCc1c[nH]c2ccccc12)c1c(N)n(Cc2ccccc2)c(=O)[nH]c1=O | -1
CCN1C(=O)c2cccc3c(S(=O)(=O)N(C(C)=O)c4ccc(OC(C)=O)cc4)ccc1c23 | -2
C[C@H]1CN(S(=O)(=O)c2ccc3c(c2)OCCO3)CCN1S(=O)(=O)c1c(F)cccc1F | 1
N#Cc1ccsc1NC(=O)COC(=O)C1=NNC(=O)CC1 | -2
Cc1cc(C(C)(C)CC(C)(C)C)ccc1OCCOCC[N+](C)(C)Cc1ccccc1 | 14
CCC(CO)Oc1cc(NCc2cccnc2)c2ncn(C(C)C)c2c1 (stereo not drawn) | 10
CCC(=O)NC(C)c1cc(Cl)c2cccnc2c1O (stereo not drawn) | 6
COc1ccc(NC(C)=O)cc1S(=O)(=O)Nc1ccc(S(=O)(=O)N2CCCCC2)cc1 | 2
COc1ccc(C(CNC(=O)CN(C)S(=O)(=O)c2ccc(C)cc2)N2CCCC2)cc1 (stereo not drawn) | ?
COc1cccc(NC(=O)CNc2cc(S(=O)(=O)N3CCOCC3)ccc2N2CCCC2)c1 | -2
O=C(CN1C(=O)NC2(CCc3ccccc32)C1=O)Nc1ccccc1OC(F)F (stereo not drawn) | 4
COC(=O)C1=C(C)N(Cc2ccccc2)C(=NCc2cccc(C(F)(F)F)c2)N[C@H]1c1cccc(C(F)(F)F)c1 | 18
O=C(CSc1nc2[nH]c(=O)cc(O)c2s1)Nc1ccc(Cl)c(C(F)(F)F)c1 | 6
O=C(COC(=O)c1ccc(S(=O)(=O)N2CCOCC2)cc1)NCc1ccccc1 | -5
O=C(Cc1ccc(S(=O)(=O)N2CCOCC2)s1)N1CCN(S(=O)(=O)c2ccc(Cl)cc2)CC1 | -8
C=CCN(CC(=O)Nc1cccnc1)S(=O)(=O)c1ccc(Cl)cc1 | -6
C[C@H](CO)N1C[C@H](C)[C@@H](CN(C)S(=O)(=O)c2cccs2)Oc2c(NC(=O)c3ccncc3)cccc2C1=O | 2
COc1cccc(CC(=O)OCC(=O)NC(C)c2ccc(F)cc2)c1 (stereo not drawn) | -5
CC(Oc1ccccc1F)c1nnc(SCC(=O)NCc2ccc3c(c2)OCO3)o1 (stereo not drawn) | 6
COc1ccc(C2=CC(=O)C[C@H](c3ccc(OC)c(OC)c3)C2)cn1 | 4

The results go on:
structure | HDAC3 inhib
Nc1ccn(CC(=O)NCCNc2ccc([N+](=O)[O-])cn2)c(=O)n1 | 4
CC(CNC(=O)Cn1ccc(NC(=O)OCc2ccccc2)nc1=O)c1ccccc1 (stereo not drawn) | -4
COc1ccc(C=NNC(=O)c2ccccc2NS(=O)(=O)c2cccs2)cc1O | 7
O=C(OCC(=O)N1CCCC1)c1ccccc1C(=O)c1ccccc1 | 2
COc1ccc(NC(=O)CCOc2ccccc2F)cc1S(=O)(=O)N1CCCCC1 | 0

Of the compounds above, 14 contain two or more sulfur atoms.
structure | HDAC3 inhib
CC(C(=O)Nc1ccc([N+](=O)[O-])cc1Cl)N1CCN(S(=O)(=O)c2cccs2)CC1 (stereo not drawn) | 5
COC(=O)c1sc(S(=O)(=O)N2CCCCC2C)c(C(=O)OC)c1C (stereo not drawn) | 8
Cc1ccc(C(=O)Nc2nc(-c3ccccn3)cs2)cc1S(=O)(=O)N1CCOCC1 | 9
Cc1sc2nc(SCC(=O)Nc3cccc(S(N)(=O)=O)c3)[nH]c(=O)c2c1C | 9
CC1CCc2c(sc3ncnc(SCC(=O)N(C)C4CCS(=O)(=O)C4)c23)C1 (stereo not drawn) | -2
CC(=O)Nc1ccc(C=NNC(=O)c2ccc(NS(=O)(=O)c3cccs3)cc2)cc1 | 19
Cc1ccc(S(=O)(=O)Nc2cccc(S(=O)(=O)Nc3ccccc3C(=O)O)c2)c(C)c1 | 4
Nc1nnc(SCC(=O)Nc2cccc(S(=O)(=O)N3CCCCC3)c2)s1 | -1
C[C@H]1CN(S(=O)(=O)c2ccc3c(c2)OCCO3)CCN1S(=O)(=O)c1c(F)cccc1F | 1
COc1ccc(NC(C)=O)cc1S(=O)(=O)Nc1ccc(S(=O)(=O)N2CCCCC2)cc1 | 2
O=C(CSc1nc2[nH]c(=O)cc(O)c2s1)Nc1ccc(Cl)c(C(F)(F)F)c1 | 6
O=C(Cc1ccc(S(=O)(=O)N2CCOCC2)s1)N1CCN(S(=O)(=O)c2ccc(Cl)cc2)CC1 | -8
C[C@H](CO)N1C[C@H](C)[C@@H](CN(C)S(=O)(=O)c2cccs2)Oc2c(NC(=O)c3ccncc3)cccc2C1=O | 2
COc1ccc(C=NNC(=O)c2ccccc2NS(=O)(=O)c2cccs2)cc1O | 7
